Bioassay records: PubChem, National Center for Advancing Translational Sciences (NCATS)
HCV inhibitor – blocks hepatitis C virus; Huh7.5.1 HCVcc-Cre infection, luciferase reporter, 44 h; AID 651820; hit rate 3.4% among 340,000; Potency, µM (doses to about 41.8 µM), for inactives: top-dose activity change, negative = inhibition, actives largely listed as inhibitors; further: potency means the concentration at half of the fitted maximal effect
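After 44 h co-culture of compound, cells and HCVcc-Cre (~0.5 moi), substrate is added for 15 min at room temperature and luciferase measured over 15 sec. Cells were seeded at 1,000/well and pre-cultured 4 h.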
AmpC inh detg – inhibitors of E. coli AmpC beta-lactamase with detergent. hit rate 0.041% among 370,000. AmpC hydrolysis of nitrocefin, absorbance 480 nm, 0.01% Triton. AID 485294. Potency, µM (top dose mostly 114 µM), for the others: at the highest dose activity change, negative = inhibition, hits mostly inhibitors;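 further: potency means the concentration at half of the fitted maximal effect; 0% = no-compound wells and -100% = no-enzyme wells; nearly all actives have a fitted effect of over 25% in size; some results filed as inactive show a strong effect at the top dose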
Target sequence (P00811 whole entry, looked up): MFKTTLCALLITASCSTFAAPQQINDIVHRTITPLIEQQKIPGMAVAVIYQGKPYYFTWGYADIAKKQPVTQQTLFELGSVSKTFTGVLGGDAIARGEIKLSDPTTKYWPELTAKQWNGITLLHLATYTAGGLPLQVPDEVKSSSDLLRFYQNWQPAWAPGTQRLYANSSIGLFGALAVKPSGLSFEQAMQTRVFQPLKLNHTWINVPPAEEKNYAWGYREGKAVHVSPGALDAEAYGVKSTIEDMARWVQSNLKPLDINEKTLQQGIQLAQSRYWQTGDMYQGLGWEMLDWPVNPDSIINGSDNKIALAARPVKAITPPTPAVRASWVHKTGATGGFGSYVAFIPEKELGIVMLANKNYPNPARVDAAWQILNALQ
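AmpC (5.3 nM in the dispensed reagent) in 20 mM phosphate pH 7.0 with 0.01% (detergent screen) or 0.0001% Triton X-100 was preincubated with compounds for 15 min at room temperature. Nitrocefin was then added from an 800 uM solution, and hydrolysis was followed at 480 nm.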
AmpC no deterg – inhibitors of E. coli AmpC beta-lactamase without detergent; hit rate 0.52% among 330,000; AmpC nitrocefin hydrolysis, absorbance 480 nm, 0.0001% Triton; P00811; Potency, µM (top dose mostly 57.1 µM), without a hit: top-dose activity change, negative = inhibition, usual class: inhibitors;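 further: potency means the concentration at half of the fitted maximal effect; plate controls were no compound for no effect and no enzyme for full effect; nearly all actives have a fitted effect of over 20% in size; some results filed as inactive show a strong effect at the top dose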
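AmpC (5.3 nM in the dispensed reagent) in 20 mM phosphate pH 7.0 with 0.01% (detergent screen) or 0.0001% Triton X-100 was preincubated with compounds for 15 min at room temperature. Nitrocefin was then added from an 800 uM solution, and hydrolysis was followed at 480 nm.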
Tb PYK inh – blocks Trypanosoma brucei pyruvate kinase; Q57TT1; TbPYK enzyme, Kinase-Glo Plus ATP luminescence, 45 min; Potency, µM (doses to about 76.8 µM), inactives show at the top dose activity, negative = inhibition, actives largely listed as inhibitors; hit rate 0.12% among 410,000; AID 624173; further: potency means the concentration at half of the fitted maximal effect; nearly all actives have a fitted effect of over 50% in size
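Luminescence from Kinase-Glo Plus, added after a 45-minute room-temperature reaction, served as the end-point read-out. The enzyme and substrate were preincubated with compound before ADP (130 uM final) initiated turnover. Concentration-effect curves came from normalized qHTS data.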
HCMV antiviral – inhibitors of human cytomegalovirus. activity change, negative = inhibition, % at 57.5 µM. HFF cells, HCMV-luciferase reporter, 72 h; stronger effect = lower value. hit rate 4.5% among 410,000; in the data active means activity change below about -60%; inconclusive means no clear call, values can overlap the other calls; inactive means above about -39%
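Compounds were evaluated in HFFs infected with an HCMV luciferase reporter virus (MOI 1 PFU/cell). Luciferase in lysates collected 72 h post infection served as the replication measure.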
AMA1 RON2 block – disrupts binding of P. falciparum AMA1 to RON2; hit rate 0.2% among 360,000; Potency, µM (doses to about 58.2 µM), for the others: at the top dose activity change, negative = inhibition, usual class: inhibitors; AlphaScreen AMA1-biotinylated RON2 peptide binding;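 further: potency means the concentration at half of the fitted maximal effect; 0% = vehicle wells and -100% = peptide control; nearly all actives have a fitted effect of over 45% in size; some results filed as inactive show a strong effect at the top dose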
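AMA1 (3D7) with his tag at 25 nM final met compounds first, then biotinylated RON2 peptide at 25 nM; detection used donor plus acceptor beads, 10 µg/mL apiece, read by AlphaScreen after 30 min at room temperature.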
LmPK inh – blocks Leishmania mexicana pyruvate kinase activity; Potency, µM (titrated, usually from 57.5 µM), inactives show at the top dose activity change, negative = inhibition, hits mostly inhibitors; Q27686; hit rate 0.37% among 290,000; purified LmPK, Kinase-Glo ATP luminescence, 1 h; further: potency means the concentration at half of the fitted maximal effect
Target sequence (Q27686 whole entry, looked up): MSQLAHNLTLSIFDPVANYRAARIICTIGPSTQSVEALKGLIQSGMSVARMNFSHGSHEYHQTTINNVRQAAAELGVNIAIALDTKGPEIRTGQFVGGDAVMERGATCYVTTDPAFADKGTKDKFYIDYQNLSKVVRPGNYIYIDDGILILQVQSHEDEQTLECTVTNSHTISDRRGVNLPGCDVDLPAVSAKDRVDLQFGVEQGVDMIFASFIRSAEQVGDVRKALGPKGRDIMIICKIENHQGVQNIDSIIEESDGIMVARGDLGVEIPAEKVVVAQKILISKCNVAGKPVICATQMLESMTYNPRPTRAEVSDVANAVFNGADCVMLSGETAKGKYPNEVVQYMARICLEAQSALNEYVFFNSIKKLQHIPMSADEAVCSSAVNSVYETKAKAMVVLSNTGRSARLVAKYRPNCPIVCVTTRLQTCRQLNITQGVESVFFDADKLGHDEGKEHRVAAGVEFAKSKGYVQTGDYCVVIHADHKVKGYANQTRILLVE
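qHTS format; LmPK 0.1 nM; substrates PEP 0.5 mM and ADP 0.1 mM. One-hour room-temperature incubation, then coupled luciferase luminescence; 0.5 nM enzyme wells mark activation.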
Starred values were filed as active, the others as inactive; ? = inconclusive; · = not tested or not shown; & = joins results of further samples; [ ] = dose if it differs, or a comment. Unless noted, the call rests on the fitted dose curve; in most records, active means well fitted curve in the direction sought with a large enough effect; inconclusive means small, poorly fitted or top-dose-only effect, or another doubt; inactive means no such curve, though single readings can be large; an effect the other way counts as inactive or inconclusive. Unless noted, on the % scale 0 is the no-effect control and ±100 the full control effect.

Every second line gives: HCV inhibitor, AmpC inh detg, AmpC no deterg, Tb PYK inh, HCMV antiviral, AMA1 RON2 block, LmPK inh
> CC1(C)CSC(=S)N1S(=O)(=O)c1ccccc1
→ 13.7%, ?, -14.3%, -26.8%, -37.9, -1.4%, 0.0%
> COc1cc(/C=C/c2nc3ccccc3c(=O)[nH]2)ccc1OC(F)F
→ -14.0%, -20.3%, -3.2%, -0.7%, -12.6, -1.7%, -8.6%
> COc1ccccc1N1CCN(c2cc(=O)n(-c3ccc(Cl)cc3)c(=O)[nH]2)CC1
→ 0.6%, 13.3%, -12.3%, 0.1%, 31.4, -2.5%, -1.9%
> CNC(=O)CSP(=S)(OC)OC
→ 42.0%[activator], ·, ·, -7.7%, 7.3, 2.9%, ·
> COC(=O)NCCOC(=O)N(O)c1ccc(Br)cc1
→ 3.2%, 1.7%, -1.7%, -3.0%, 2.4, -0.2%, 2.1%
> O=S(=O)(c1ccc(F)cc1F)N1CCN(CCO)CC1
→ 24.3%, ·, ·, -2.4%, -28.7, 23.3%, ·
> O=C(COc1ccc2c(c1)OCO2)NC12CC3CC(CC(C3)C1)C2
→ 8.5%, 3.3%, 11.2%, 3.3%, 27.9, -15.6%, 0.3%
> Cc1c(CCC(=O)N2CCC(C(=O)O)CC2)c(=O)oc2cc3oc4c(c3cc12)CCCC4
→ 5.2%, ?, -6.7%, 3.5%, -30.3, 5.2%, -13.2%
> Cc1nc2ccc(NC(=O)N3CCCCC3)cc2s1
→ -6.3%, -14.3%, -12.2%, 5.5%, 6.6, 3.0%, 10.4%
> CCOc1cc(/C=N/n2cnnc2)c(Br)cc1O
→ -0.7%, -5.3%, -3.9%, 0.7%, 69.7, -4.9%, -3.2%
> Cc1ccc(/C=C/C(=O)N2CCN(c3ncccn3)CC2)o1
→ -2.0%, -1.3%, -0.8%, ?, 17.6, -4.7%, -4.9%
> O=C(c1ccc(COc2ccc(F)cc2)o1)n1cc(Br)cn1
→ 13.5%, ?, -25.5%, -7.7%, 77.3, 4.0%, 10.7%
> CCOC(=O)Cc1c(C)nc2c(-c3ccc(OC)c(OC)c3)c(C)nn2c1C
→ ·, -1.9%, ·, -4.9%, -23.2, ·, ·
> O=C(Nc1ccccc1)c1ccc2nc(-c3ccco3)c(-c3ccco3)nc2c1
→ 8.91µM*, 6.2%, -58.3%, ?, 1.5, -8.0%, 0.1%
> COc1ccc(OCC(=O)Nc2ccc(OC)c(S(=O)(=O)N3CCCCC3)c2)cc1
→ 10µM*, 1.2%, -2.2%, 5.7%, -25.4, -8.9%, ·
> CCOC(=O)c1cc(CC)sc1/N=C/c1c(O)[nH]c(=S)[nH]c1=O
→ 10.1%, -1.6%, -25.7%, -12.6%, 9.8, 0.0%, 0.1%
> CC(C)NCc1cccc([N+](=O)[O-])c1
→ 3.4%, -0.2%, -0.2%, 2.6%, -11.7, -29.5%, -10.4%
> CN(C)S(=O)(=O)c1ccc(NC(=O)CSc2n[nH]c(=O)n2C2CC2)cc1
→ -4.5%, -8.0%, -16.7%, -5.1%, -0.5, 6.0%, 3.1%
> O=C(Nc1cccc(-c2cccc(Cl)c2)c1)C1CCN(Cc2nccs2)CC1
→ ·, ·, ·, 3.3%, ?, 1.2%, ·
> COC(=O)C1=C[C@@H](C(=O)OC)[C@@H]2C3=C(C(=O)C2(C)C)[C@H](C)n2c(=O)n(-c4ccccc4)c(=O)n2[C@@H]3C1
→ 20.6%, ·, ·, 2.5%, 9.3, 2.1%, ·

Two of the compounds above, bar-delimited:
SMILES | HCV inhibitor | AmpC inh detg | AmpC no deterg | Tb PYK inh | HCMV antiviral | AMA1 RON2 block | LmPK inh
O=C(c1ccc(COc2ccc(F)cc2)o1)n1cc(Br)cn1 | 13.5% | ? | -25.5% | -7.7% | 77.3 | 4.0% | 10.7%
CCOC(=O)Cc1c(C)nc2c(-c3ccc(OC)c(OC)c3)c(C)nn2c1C | · | -1.9% | · | -4.9% | -23.2 | · | ·

Returning to the listing with the four entries that preceded the break.
Every second line gives: HCV inhibitor, AmpC inh detg, AmpC no deterg, Tb PYK inh, HCMV antiviral, AMA1 RON2 block, LmPK inh
> CC(C)NCc1cccc([N+](=O)[O-])c1
→ 3.4%, -0.2%, -0.2%, 2.6%, -11.7, -29.5%, -10.4%
> CN(C)S(=O)(=O)c1ccc(NC(=O)CSc2n[nH]c(=O)n2C2CC2)cc1
→ -4.5%, -8.0%, -16.7%, -5.1%, -0.5, 6.0%, 3.1%
> O=C(Nc1cccc(-c2cccc(Cl)c2)c1)C1CCN(Cc2nccs2)CC1
→ ·, ·, ·, 3.3%, ?, 1.2%, ·
> COC(=O)C1=C[C@@H](C(=O)OC)[C@@H]2C3=C(C(=O)C2(C)C)[C@H](C)n2c(=O)n(-c4ccccc4)c(=O)n2[C@@H]3C1
→ 20.6%, ·, ·, 2.5%, 9.3, 2.1%, ·
> Cc1ccc(-c2nn(CCC#N)cc2C=C(C#N)C#N)cc1
→ 11.8%, -9.9%, -18.8%, 4.7%, -18.1, 4.5%, -1.1%
> CCOc1ccc(CCNS(=O)(=O)c2c(C)nc3scc(C)n3c2=O)cc1OCC
→ 5.2%, -12.5%&18.0%, 13.4%, 7.6%&1.4%, 25.5&-0.8, 0.0%, -0.4%
> CC(C)CCNC(=O)CCCN1C(=O)c2ccccc2Sc2ncccc21
→ ·, -3.1%, ·, 3.8%, -25.1, ·, ·
> O=C(CN1C(=O)NC2(CCCC2)C1=O)N1CCN(c2ccccc2O)CC1
→ -1.9%, -4.6%, 30.9%, 0.0%, 8.1, 6.8%, ·
> CN1C(=O)C(C(=O)Nc2ccccc2F)c2ccccc21 (stereo not drawn)
→ -1.9%, -7.0%, -13.1%, 2.7%, -8.5, -3.1%, -1.7%
> O=C(OCC(O)CN1CCCCC1)C12CC3CC(CC(C3)C1)C2 (stereo not drawn)
→ 16.1%, 4.8%, 7.3%, 0.0%, 13.8, 8.4%, -3.4%
> Cc1cccc(Oc2ccccc2NC(=O)C2=COCCO2)c1
→ -2.0%, -1.6%, -22.5%, 2.7%, 0.0, 6.2%, ·
> CC(O)(c1ccc(F)c(F)c1)c1nc(/C=C/c2ccc(C(F)(F)F)cc2)cs1 (stereo not drawn)
→ ·, ·, ·, 1.1%, -20.5, 20.3%, ·
> CCOC(=O)CSc1nc2ccccc2c(=O)n1-c1ccc(C(=O)NCCOC)cc1
→ 11.2%, ?, 0.6%, -3.5%&-13.4%, -13.1&-18.7, 0.9%, 0.9%
> O=C(OCC(=O)c1ccc(Cl)cc1Cl)c1cnccn1
→ -3.6%, -11.0%, -7.5%, 2.9%, 2.3, -0.6%, 1.8%
> COc1ccc(C2C(C(C)=O)=C(O)C(=O)N2c2ccc(F)cc2)cc1 (stereo not drawn)
→ 17.2%, 3.2%, -7.7%, -1.2%, -25.0, 0.0%, -1.0%
> COc1ccc(-c2nc(CS(=O)CC(=O)NCc3ccccn3)c(C)o2)cc1 (stereo not drawn)
→ 4.1%, 1.5%, -6.5%, -8.4%, ·, 83.8%[activator], 0.2%
> CCOC(=O)C1CCCN(c2c(NCCCN(CC)c3cccc(C)c3)c(=O)c2=O)C1 (stereo not drawn)
→ -8.0%, -1.8%, 27.8%, -8.5%, -18.7, -7.3%, 0.6%
> COc1ccc(N=Cc2c(O)n(-c3ccc(C)cc3)c(=O)[nH]c2=O)cc1
→ 23.6%, -0.3%, -5.0%, -4.9%, -12.1, 0.0%, 0.8%
> O=C(O)c1ccc(-n2nncc2-c2ccccc2)cc1
→ 14.6%, ?, -3.2%, 1.2%, -5.3, -2.2%, -0.6%
> Cc1ccc(S(=O)(=O)C(CNC(=O)c2c(F)cccc2F)c2ccco2)cc1 (stereo not drawn)
→ ·, 10.6%, ·, 5.5%, 37.1, ·, ·
> O=C1NC(=O)C2(CCCc3ccc([N+](=O)[O-])cc32)N1 (stereo not drawn)
→ ·, ·, ·, -13.1%, -13.3, -3.0%, ·
> Cc1ccc2nc(N3CCN(C(=O)c4ccc(F)cc4)CC3)c(C#N)cc2c1
→ ?, ?, 34.4%, -1.6%, 0.4, 39.9%[activator], -1.9%
> CCOc1ccc(Nc2cc(C)c3ccccc3n2)cc1
→ -11.8%, -7.4%, ?, 2.3%, -20.5, -5.9%, 1.3%
> CCOc1cccc2cc(C(N)=O)c(=NCc3ccccc3)oc12
→ -24.8%, 3.5%, -11.1%, -0.5%, ?, -1.3%, -1.1%
> NC(=O)CN1C(=O)C2CCCCN2C(=O)c2ccccc21 (stereo not drawn)
→ 5.5%, -13.2%, 0.5%, 2.4%, -1.9, -4.2%, -1.7%
> CC(=O)NC(Cc1cc(C)ccc1C)C(=O)N1CCN(C(=O)c2ccc([N+](=O)[O-])cc2)CC1 (stereo not drawn)
→ 10.0%, -5.5%, 29.4%, 1.9%, 8.1, -1.4%, 0.9%
> CCCCNC(=S)Nc1cc(S(=O)(=O)N2CCCCC2)ccc1C
→ 20.0%, 3.7%, -35.7%, -5.6%, 0.0, 0.6%, 6.8%
> Clc1cccc(Cl)c1/C=N\Nc1nccs1
→ -13.7%, -1.5%, -23.5%, 6.8%, 28.1, 10.7%, 3.4%
> Cn1c(/C=C/c2ccc(Br)cc2)nc2ccccc2c1=O
→ 5.8%, -1.1%, -13.0%, 2.1%, 25.0, -5.1%, -8.1%
> CCN(CC)CCCOC(=O)C(OC(C)C)(c1ccccc1)c1ccccc1
→ 7.08µM*, -5.1%, 85.3%[activator], -9.5%, -37.4, -2.1%, 3.4%
> Cc1ccc(C(=O)NCc2ccc(Cl)cc2)o1
→ 2.9%, -15.1%, -5.5%, -2.7%, 31.7, -0.7%, -4.8%
> O=C(/C=C/c1ccc(Cl)cc1)Nc1nccs1
→ 4.1%, -5.6%, -28.4%, 1.2%, 22.8, -1.6%, -7.8%
> CCC(=S)/C=C1\Sc2ccc3ccccc3c2N1CCCS(=O)(=O)O
→ ·, -8.9%, -5.3%, ·, ·, ·, -3.9%
> Oc1ccccc1C1CCCCC1c1ccccc1 (stereo not drawn)
→ -8.9%, 2.5%, -32.2%, 0.7%, -68.0*, 1.3%, 0.5%
> C=CCn1c(/N=C/c2ccc(OC)cc2)nc2ccccc21
→ 11.9%, 5.2%, -10.0%, 2.1%, ·, -1.6%, -3.1%
> O=C(CCNC(=O)Cn1ccc2ccccc2c1=O)NCCN1CCN(c2ccccc2F)CC1
→ 14.4%, ·, ·, -0.2%, 5.1, 9.7%, ·
